RXFP1 antag: RXFP1 (human) relaxin receptor antagonism | HEK293-RXFP1, relaxin-stimulated cAMP HTRF, 30 min; hits give low values | 350,000 compounds, 0.59% hits | activity change, negative = inhibition, % at 57.5 µM | Q9HBX9;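 active = activity change of -60% or lower, but not beyond a set lower limit; inconclusive = change between -60% and -40%, or beyond the set limit; inactive = change above -40%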; also: % is scaled to controls: 0 for no effect and ±100 for the full control effect
D1 potentiator: potentiators of human D1 dopamine receptor; P21728; HEK293 TREx D1 cells, calcium flux, dopamine EC20 potentiation; potentiation, % at 10 µM; 360,000 compounds, 0.036% hits; AID 504651; in the data active = potentiation above about 30%; also: 0% is about no effect
Target sequence (P21728 whole entry, looked up): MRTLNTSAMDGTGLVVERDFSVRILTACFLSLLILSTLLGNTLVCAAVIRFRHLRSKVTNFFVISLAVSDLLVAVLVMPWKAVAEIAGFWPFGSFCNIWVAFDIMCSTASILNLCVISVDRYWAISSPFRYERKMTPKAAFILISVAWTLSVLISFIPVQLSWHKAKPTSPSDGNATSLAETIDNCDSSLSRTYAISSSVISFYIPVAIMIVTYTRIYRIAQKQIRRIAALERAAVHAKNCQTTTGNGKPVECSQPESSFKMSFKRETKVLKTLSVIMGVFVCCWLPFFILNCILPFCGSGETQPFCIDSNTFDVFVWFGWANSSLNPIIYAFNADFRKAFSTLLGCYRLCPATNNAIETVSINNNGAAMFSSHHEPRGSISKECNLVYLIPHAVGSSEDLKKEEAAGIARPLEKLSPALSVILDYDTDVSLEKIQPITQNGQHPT
Glioma ERSR ind: ER stress response induction in glioma. U87-MG GRP78 promoter luciferase reporter, 16 h. Potency, µM, for the others: top-dose activation, hits mostly activators. 420,000 compounds, 0.02% hits. AID 602332; also: potency is read from the fitted curve at half-maximal effect; series mostly up to about 76 µM; % of control where 0% means no effect; nearly all actives have a fitted effect of over 35% in size
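Stably transfected U87-MG glioma cells carrying a GRP78-based luciferase sensor; 16 h compound incubation. Luminescence end-point read 10 min after Bright-Glo addition at room temperature.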
Vif-A3G inh: Vif-A3G binding inhibition; 410,000 compounds, 0.076% hits; Q9HC16; HeLa A3G-eYFP + Vif (tagged APOBEC3G with the HIV-1 protein that degrades it), YFP fluorescence, overnight; AID 602310; Potency, µM (top dose mostly 46.1 µM), without a hit: at the top dose activity, negative = active, usual class: inhibitors;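 also: potency is read from the fitted curve at half-maximal effect; % is scaled to controls: 0 for no effect and ±100 for the full control effect; nearly all actives have a fitted effect of over 60% in size; hits raise eYFP signal because A3G escapes Vif-driven loss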
Target sequence (Q9HC16 whole entry, looked up): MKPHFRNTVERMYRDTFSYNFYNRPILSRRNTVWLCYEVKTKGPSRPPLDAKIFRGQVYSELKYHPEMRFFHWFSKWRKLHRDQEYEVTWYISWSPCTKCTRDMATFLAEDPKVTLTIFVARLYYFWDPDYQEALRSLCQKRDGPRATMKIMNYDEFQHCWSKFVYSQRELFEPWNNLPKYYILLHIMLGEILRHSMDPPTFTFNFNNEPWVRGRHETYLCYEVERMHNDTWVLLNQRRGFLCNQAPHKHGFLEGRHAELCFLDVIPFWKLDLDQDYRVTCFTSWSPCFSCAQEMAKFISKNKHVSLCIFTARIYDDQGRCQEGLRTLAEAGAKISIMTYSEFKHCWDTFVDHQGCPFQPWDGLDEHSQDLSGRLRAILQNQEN
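Read-out is eYFP fluorescence (Ex 488/Em 500-530) from Vif-expressing HeLa A3G-eYFP cells; more signal means A3G escaped Vif-mediated degradation. Cells plated overnight, compound pinned in, incubated overnight at 37 deg C.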
D1 antag: blocks dopamine activation of the human D1 receptor. HEK293 TREx D1 cells, calcium flux, dopamine EC80; hits give low values. P21728. 360,000 compounds, 3.2% hits. activity change, negative = inhibition, % at 10 µM; in the data active = activity change below about -30%; also: % is scaled to controls: 0 for no effect and ±100 for the full control effect
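After overnight tetracycline induction at 30 C, force-coupled D1 HEK293 cells took up a no-wash calcium dye at room temperature. Compounds were added and monitored 180 s, and the response to EC80 dopamine was then recorded.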
RXFP1 ag: agonists of human relaxin receptor RXFP1. Q9HBX9. HEK293T-RXFP1 cAMP TR-FRET, 30 min; response scale: percent of porcine relaxin response, buffer zero. Potency, µM (titrated, usually from 57.5 µM), without a hit: at the highest dose activation, most hits filed as activators. 370,000 compounds, 0.3% hits. AID 2676; also: potency is read from the fitted curve at half-maximal effect; % is scaled to controls: 0 for no effect and ±100 for the full control effect; nearly all actives have a fitted effect of over 60% in size; many of its hits are not listed in these tables
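HEK293 cells stably expressing RXFP1, treated 30 min at 37C with compounds plus PDE4 inhibitor Ro 20174; cAMP measured by HTRF TR-FRET. Normalized to buffer and 29 nM porcine relaxin; EC50 by Hill fit.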
D1 agonist: activates the human D1 dopamine receptor; HEK293 T-REx D1 cells, calcium flux, agonist mode; activation, % at 2 µM; 360,000 compounds, 1% hits; P21728; in the data active = activation above about 30%; also: 0% is about no effect
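Agonism was scored from calcium flux recorded over 180 s (1 read/s) after pintool compound addition, following a 10-cycle baseline. Cells were inducible force-coupled HEK293 TREx D1, plated overnight at 30 C and loaded with no-wash calcium dye.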
D2 PAM: positive allosteric modulators of human D2 dopamine receptor; AID 485347; 340,000 compounds, 0.34% hits; HEK293 T-REx D2, calcium flux, EC20 dopamine potentiation; potentiation, % at 10 µM;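 active = potentiation over 3 SD above the plate norm, cut at about 30% in these data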; also: 0% is about no effect
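Tetracycline-induced Hek293 Trex D2 cells, force-coupled to calcium, loaded with no-wash calcium dye. Compound added with 180 s kinetic read for agonism, then EC20 dopamine and a further 180 s read for potentiation.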
Vif-APOBEC3F blk: inhibitors of Vif-A3F interaction. 390,000 compounds, 0.2% hits. Potency, µM (series often up to 46.1 µM), for the others: top-dose activity, negative = active. HeLa A3F-eYFP + Vif (tagged APOBEC3F with the HIV-1 protein that degrades it), YFP fluorescence increase. AID 602313; also: potency is read from the fitted curve at half-maximal effect; % of control where 0% means no effect; nearly all actives have a fitted effect of over 65% in size
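Fluorescence increase (Ex 488/Em 500-530) after overnight compound treatment at 37 deg C flags inhibition of Vif-driven A3F-eYFP loss in stable HeLa A3F-eYFP/Vif cells seeded overnight beforehand.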
Numbers without * were called inactive; ? = inconclusive; . = not tested or not shown; & = joins results of further samples; ! = a repeat was not active. Unless noted, calls follow the shape of the dose curve; as a rule, active = well fitted curve in the direction sought with a large enough effect; inconclusive = small, poorly fitted or top-dose-only effect, or another doubt; inactive = no such curve, though single readings can be large; an effect the other way counts as inactive or inconclusive. The list is partial (hit frequency here may not be typical).

SMILES,RXFP1 antag,D1 potentiator,Glioma ERSR ind,Vif-A3G inh,D1 antag,RXFP1 ag,D1 agonist,D2 PAM,Vif-APOBEC3F blk
C/C(=N/NC(=O)c1cc(-c2ccccc2)nc2c(Cl)cccc12)c1cccnc1,-6,0,-4%,-21%,4,-0.9%,4,-26,?
Cn1cnnc1SCC(=O)NN(c1ccccc1)c1ccccc1,-4,8,-4%,-5%,7,1.7%,1,2,0%
CC(C)C(NC(=O)c1ccccc1F)C(=O)Nc1nccs1 (configuration not stated),7,-7,0%,-6%,-10,0.4%,2,-5,-11%
CC(=O)Nc1nc(C)c(Oc2ccccc2)c(=O)[nH]1,-8,2,0%,1%,15,3.0%,2,-3,-4%
Cc1cc(CNC(=O)Cc2c(F)cccc2Cl)nn1C,1,-1,4%,-2%,-1,-1.0%,1,7,1%
CCOC(=O)CN1CCC(c2ccccc2)CC1,2,-2,0%,2%,0,0.3%,3,-10,1%
Cc1ccc(/C=N/NC(=O)C2(C)CC2(Br)Br)cc1 (configuration not stated),-26,-2,4%,-3%,-5,1.4%,-1,9,-22%
O=C(CCCCCn1c(=O)[nH]c2ccsc2c1=O)NCc1ccc2c(c1)OCO2,-5,.,-2%,-6%,.,-2.2%,.,.,4%
COc1ccc(NC(=O)CSc2nnc(CNC(=O)c3ccco3)n2-c2ccccc2OC)cc1,-2,.,-5%,1%,.,0.2%,.,.,0%
O=C(COc1ccccc1Br)NC(=O)NC1CCCC1,?,-1,10%,-6%,7,-0.3%,4,-20,?
COc1cccc(NS(=O)(=O)c2c(C)cc(C)cc2C)c1,-1,-4,-2%,1%,-2,-1.3%,10,12,-16%
COc1ccc(NC(=O)CN(C)CC(=O)Nc2ccc(Cl)c(S(=O)(=O)N(C)C)c2)cc1,2,5,1%,-10%,0,-0.9%,-4,-1,-1%
Cc1ccc(C(=O)Nc2ccccc2N2CCCCC2)o1,-11,-1,4%,3%,8,-0.5%,1,8,-8%
CCOc1ccc2nc(NC(=O)CS(=O)(=O)c3ccccc3)sc2c1,-4,-3,3%,-16%,-7,-1.2%,2,0,-21%
COc1ccccc1NC(=O)C1=C(C)Nc2nc(CCCO)nn2C1c1cccc(O)c1 (configuration not stated),1,-1,-3%,-6%,10,-0.3%,1,5,4%
CCc1ccc(OCC(=O)N/N=C/c2ccc(OS(=O)(=O)c3ccc(C)cc3)c(OC)c2)cc1,14,-4,-2%,2%,-3,0.4%,4,-9,2%
O=C(Nc1nnc(Cc2ccccc2)s1)c1cccs1,-2,-4,1%,2%,-6,11%,0,2,-11%
Cc1cc(C)nc(NS(=O)(=O)c2ccc(N/C=C/C(=O)c3ccc(Cl)c(Cl)c3)cc2)n1,-4,1,0%,-1%,-15,-1.4%,3,16,-10%
Cc1ccc2scc(CN3CCCC3)c2c1,-15,.,-4%,-1%,.,.,.,.,4%
Cc1cc(NCCCn2ccnc2)n2ncc(-c3ccccc3)c2n1,-1,-3,-16%,-1%,5,1.6%,3,6,-1%
COC(=O)CNC(=O)c1c(-c2c(Cl)cccc2Cl)noc1C,-1,-6,-3%,-6%,-6,-0.2%,4,10,8%
Cc1[nH]c2ccccc2c1C(=O)CSc1nc2cc(S(=O)(=O)N3CCCCC3)ccc2o1,-3,1,-7%,-5%,-16,1.1%,3,0,-7%
O=C(CCC1N=C2c3ccccc3N=C(SCC(=O)Nc3ccc(F)cc3)N2C1=O)NCc1cccs1 (configuration not stated),-21,4,-2%,?,-24,3.7%,-1,-14,?
Cc1ccc(NC(=O)NNC(=O)COc2ccc([N+](=O)[O-])cc2)cc1C,-20,-4,-3%,-3%,13,1.0%,3,0,-24%
CS(=O)(=O)N1CCN=C1SCc1cccc(F)c1,1,1,3%,5%,0,-0.1%,1,-2,-2%
CC(C)Cn1c(=O)c(CCC(=O)Nc2ccc(N3CCOCC3)cc2)nc2cc(Cl)ccc21,-3,1,-2%,1%,-27,2.7%,2,-10,4%
Cc1ccc(C(c2nnnn2CS(=O)(=O)c2ccc(C)cc2)N2CCC(C(N)=O)CC2)cc1 (configuration not stated),-4,-7,-5%,0%,9,-0.8%,3,7,6%
CCN(CCO)c1ncnc2onc(-c3ccc(F)cc3)c12,1,6,-2%,2%,-6,1.0%,0,7,3%
Cc1cc2cc(NC(=O)c3ccco3)ccc2[nH]1,-4,-7,-5%,-6%,19,3.3%,5,10,6%
CC(NC(=O)c1ccc(C(F)(F)F)cc1)C(c1ccccc1)N1CCOCC1 (configuration not stated),3,-4,0%,2%,0,1.5%,1,-1,-8%
O=C(Nc1c(-c2ccccc2)nc2ccccn12)c1ccccc1F,13,-4&-2,-5%&0%,-4%&-2%,-75*!,0.1%&-3.3%,2&0,6&4,-1%&-6%
Cc1ccc(NC(=O)C(C)NS(=O)(=O)c2ccc(F)cc2)cc1C (configuration not stated),6,-2,-3%,-1%,3,2.9%,2,-20,14%
Cc1nc2ccccn2c(=O)c1NC(=O)c1cccc2ccccc12,15,-1,-4%,1%,-23,0.1%,1,4,-8%
CCn1c(=O)sc2cc(NC(=O)c3cccc(OC)c3)ccc21,.,4,5%,-3%,4,0.6%,2,-3,-22%
Cc1nnc(SCC(=O)N(C2CCCCC2)C2CCS(=O)(=O)C2)n1N (configuration not stated),2,-4,0%,2%,3,0.1%,4,-3,4%
CCCCNC(=O)N(O)C1N(CCCC)C(=O)N(CC(=O)OC)C1(C)C (configuration not stated),17,2,-2%,-1%,2,0.1%,0,6,0%
CC(C)(C)C1CCC(C(=O)OCC(=O)N2CCOCC2)CC1 (configuration not stated),2,1,-3%,0%,-2,-0.1%,1,.,-17%
CN(CC(=O)Nc1ccccc1Br)C(=O)c1ccccc1Sc1ccccc1C#N,0,.,-1%,0%,.,.,.,.,3%
O=C(c1ccc(F)cc1)N1CCCC(N2CCN(Cc3ccc4c(c3)OCO4)CC2)C1 (configuration not stated),-5,5,4%,-1%,-1,0.7%,0,-13,-28%
COc1ccc(NC(=O)COC(=O)CCC2CCCC2)c(OC)c1,-9,.,-1%,-10%,.,.,.,.,1%
O=C(Nc1ccc(-c2nnc3n2CCCCC3)cc1)c1cnccn1,2,-6,-5%,-2%,-5,1.8%,3,-4,-24%
COc1ccc(/C=C/C(=O)Nc2cc(S(=O)(=O)N3CCOCC3)ccc2OC)cc1,-12,.,-2%,-8%,.,.,.,.,6%
CCN(CC(=O)Nc1c(F)cccc1F)C(=O)C1CC(=O)N(CCc2ccc(OC)c(OC)c2)C1 (configuration not stated),-3,.,-4%,-1%,11,0.8%,2,-3,2%
COc1ccc(C(=O)NCCc2cn3ccccc3n2)cc1,21,1,5%,1%,-6,-3.5%,1,-4,-11%
Cn1c(=O)c2c(ncn2CC(N)=O)n(C)c1=O,-6,-2,0%,0%,2,0.1%,1,1,5%
O=C(NCc1ccco1)/C(=C/c1ccco1)NC(=O)c1ccco1,6,-6,-5%,1%,1,0.5%,2,-2,-7%
NC(=S)NN=C1CCCCCCCC1,-12,.,-6%,-9%,.,.,.,.,1%
O=C(Nc1nc2ccc(F)cc2s1)c1cccs1,9,-3,-3%,-8%,-9,-0.7%,3,2,6%
COc1ccc(NC(=O)CN2C(=O)c3cccc4cccc2c34)cc1OC,-2,0,-2%,-9%,-6,-1.4%,5,6,-3%
O=C(Cn1cnc2c(nnn2-c2ccccc2)c1=O)N1CCC(Cc2ccccc2)CC1,1,-6,0%,4%,-11,-0.2%,3,8,4%

Continued.
SMILES,RXFP1 antag,D1 potentiator,Glioma ERSR ind,Vif-A3G inh,D1 antag,RXFP1 ag,D1 agonist,D2 PAM,Vif-APOBEC3F blk
O=C(COC(=O)c1cc(S(=O)(=O)N2CCCC2)ccc1O)Nc1ccc(F)cc1F,6,.,-5%,-1%,.,.,.,.,-4%
COc1ccccc1CNC(=O)C1CC2Cn3c(nc4cc5ccccc5cc43)C2N1C (configuration not stated),.,-8,-2%,6%,0,0.3%,0,6,0%
CCC1CCCCN1C(=S)NCc1ccccc1 (configuration not stated),1,4,-3%,-1%,8,1.9%,1,4,0%
COc1ccc(C(=O)CSc2ccc(-c3ccc(C)cc3)nn2)cc1,.,2,6%,0%,-13,1.9%,2,4,-6%
C/C(=N/NS(=O)(=O)c1ccc(C)cc1)c1c[nH]c2ccccc12,-6,0,-8%,-8%,9,3.0%,0,10,0%
COc1ccccc1OCC(=O)n1cc(C(=O)c2cc(Cl)cc(Cl)c2O)cn1,-1,-3,-4%,1%,-10,4.2%,4,-1,0%
CCCCn1c(-c2nn(C)c(C)c2Cl)n[nH]c1=S,-22,4,5%,1%,-5,-0.8%,2,12,.

Compound activity deposited in PubChem by National Center for Advancing Translational Sciences (NCATS).
